14-3-3 Bad inh = inhibitors of 14-3-3 zeta/Bad binding, primary screen, biochemical, TR-FRET, bovine 14-3-3 zeta; 14-3-3 protein zeta/delta (Bos taurus), P63103; TR-FRET 14-3-3zeta/Dy647-pBad peptide displacement, 1 h; inhibition, % at 21.7 µM; hit rate 0.71% among 220,000; AID 781, 2007;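 active = inhibition above about 70%, limit read from the data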;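 note: 0% = full 14-3-3 plus peptide FRET controls and 100% = background without 14-3-3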
Target sequence (P63103 whole entry, looked up): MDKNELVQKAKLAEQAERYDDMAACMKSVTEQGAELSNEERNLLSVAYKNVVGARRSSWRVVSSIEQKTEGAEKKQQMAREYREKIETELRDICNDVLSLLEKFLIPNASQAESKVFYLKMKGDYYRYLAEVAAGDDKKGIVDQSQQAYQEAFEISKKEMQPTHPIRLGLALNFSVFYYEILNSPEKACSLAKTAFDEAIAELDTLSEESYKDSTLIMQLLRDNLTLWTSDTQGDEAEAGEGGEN
NPY-Y1 PAM-ag = NPY-Y1 receptor potentiators or agonists, primary screen, cell-based. hit rate 0.37% among 220,000. NPY-Y1 expressing cells, potentiator/agonist activation. activation, % at 3.6 µM. Neuropeptide Y receptor type 1 (Homo sapiens), P25929; in the data active = activation above about 33%, passing the limit was not always enough;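 note: cells stimulated with NPY at EC10 then isoproterenol at EC100; 0% = low agonist plus stimulus and 100% = saturating agonist plus stimulus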
Target sequence (P25929 whole entry, looked up): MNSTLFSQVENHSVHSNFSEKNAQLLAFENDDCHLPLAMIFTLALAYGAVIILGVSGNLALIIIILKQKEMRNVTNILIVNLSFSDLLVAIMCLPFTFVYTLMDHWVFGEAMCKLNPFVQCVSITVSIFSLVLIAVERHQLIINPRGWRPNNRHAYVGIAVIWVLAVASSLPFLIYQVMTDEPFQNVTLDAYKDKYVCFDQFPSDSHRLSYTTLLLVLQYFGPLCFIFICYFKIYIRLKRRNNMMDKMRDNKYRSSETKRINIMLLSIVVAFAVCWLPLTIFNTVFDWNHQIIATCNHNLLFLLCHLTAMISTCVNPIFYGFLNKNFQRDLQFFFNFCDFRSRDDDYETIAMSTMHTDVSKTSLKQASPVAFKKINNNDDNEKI
CHOP inhibitor = inhibitors of CHOP promoter induction, primary screen, cell-based, unfolded protein response, luciferase reporter; CHO-K1 CHOP-promoter luciferase, tunicamycin-induced, 15-18 h; inhibition, % at 10 µM; hit rate 3.8% among 220,000; AID 2732, 2010;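 active = compounds that reduced the stress-induced luciferase reporter signal by more than about 70% of percent inhibition, limit read from the data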;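 note: 0% = tunicamycin plus vehicle and 100% = wells without tunicamycin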
PPC-1+TRAIL kill = compounds killing PPC-1 cancer cells with TRAIL present, primary screen, TRAIL potentiator project, ATPLite luminescence, uHTS | PPC-1 cells + TRAIL, ATPLite viability luminescence | AID 1443, 2008 | hit rate 0.41% among 220,000 | cell killing (% activity), % at 4 µM;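 active = cell killing above 50% in the first pass at 4 µM, then a duplicate retest at 5 µM averaging 50% or more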;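 note: plate controls were cells with TRAIL plus DMSO for no effect and medium-only wells lacking cells for full effect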
EP2 mod = EP2 receptor modulators, cAMP readout, primary screen, cell-based, HTRF cAMP, PGE2 stimulation; EP2-expressing cells, cAMP HTRF FRET, PGE2 co-stimulation; induction, % at 25 µM; Prostaglandin E2 receptor EP2 subtype (Homo sapiens), P43116; hit rate 0.83% among 260,000;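 active = compounds whose cAMP rise, as percent of the full-agonist control response, exceeds 60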;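 note: rat C6 glioma line stably carrying human EP2 under a CMV promoter; the protocol text gives 20 µM as final concentration; 100% = response of wells given 1 µM PGE2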
Target sequence (P43116 whole entry, looked up): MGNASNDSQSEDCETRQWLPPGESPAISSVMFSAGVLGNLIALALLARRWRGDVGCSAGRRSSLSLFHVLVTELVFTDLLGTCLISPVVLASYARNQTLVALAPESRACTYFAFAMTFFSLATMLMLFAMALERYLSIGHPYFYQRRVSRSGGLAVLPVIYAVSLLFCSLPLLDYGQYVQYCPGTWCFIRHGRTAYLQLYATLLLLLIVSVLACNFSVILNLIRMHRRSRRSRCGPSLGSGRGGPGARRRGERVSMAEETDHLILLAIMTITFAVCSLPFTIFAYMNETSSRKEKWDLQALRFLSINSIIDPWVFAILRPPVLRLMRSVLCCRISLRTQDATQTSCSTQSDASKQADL
TRPML3 agonist = human TRPML3 channel agonists, primary screen, cell-based, HEK293 TRPML3-YFP, Fluo-8 calcium fluorescence, 3 µM. AID 1448, 2008. 100% = the carbachol control signal. hit rate 0.29% among 220,000. activation, % at 3 µM. Mucolipin-3 (Homo sapiens), Q8TDD5;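 active = activation above its plate's cutoff, the mean activation of the plate's test wells plus 3 SD, cut at about 12% in these data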;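 note: 0% = DMSO only wells and 100% = carbachol wells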
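Test system: HEK293 cells stably carrying human TRPML3-YFP; Doses: single dose, 3 µM final nominal compound, 0.3% DMSO final; Schedule: dye loading 1 h 37 °C then 30 min ambient, 125 s read; Technique: Fluo-8 calcium fluorescence; Benchmarks: high control carbachol 87 µM, low control DMSO.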
EP2 antag = human EP2 receptor antagonists, primary screen, TR-FRET cAMP, C6 glioma cells. Prostaglandin E2 receptor EP2 subtype (Homo sapiens), P43116. C6 glioma cells expressing human EP2; cells stimulated with saturating PGE2. inhibition, % at 25 µM. hit rate 0.52% among 260,000. AID 1422, 2008;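 active = percent inhibition above 40 after rounding to a whole number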;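 note: rat C6 glioma host cells with rolipram phosphodiesterase inhibitor present; the protocol text gives 20 µM as final concentration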
zfTRPN1 agonist = zebrafish TRPN1 channel agonists, primary screen, cell-based, HEK293, calcium fluorescence; hit rate 0.18% among 220,000; activation, % at 3 µM; AID 1424, 2008; transient receptor potential cation channel N1 (TRPN1/NompC), Danio rerio; HEK293 zebrafish TRPN1-YFP, Fluo-8 calcium fluorescence; 100% = response to 87 µM carbachol;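 active = activation above its plate's cutoff, the mean activation of test wells on that plate plus 3 SD, cut at about 19% in these data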;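 note: 0% = DMSO alone and 100% = 87 µM carbachol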
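Assay system: Zebrafish TRPN1-YFP in HEK293 cells | Incubation: Dye loading 1 h at 37 °C, then 30 min room temperature | Measured by: Kinetic Fluo-8 fluorescence, ex 470-495, em 515-575 nm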
NPY Y1 blocker = NPY-Y1 receptor antagonists, primary screen, cell-based. HEK293-CNG Y1 cells, membrane potential fluorescence; NPY at EC95, then isoproterenol. inhibition, % at 3.6 µM. Neuropeptide Y receptor type 1 (Homo sapiens), P25929. hit rate 1% among 200,000;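 active = inhibition above the campaign mean inhibition of all tested compounds plus 3 SD, cut at about 20% in these data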;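 note: 0% = DMSO wells given NPY plus isoproterenol and 100% = isoproterenol alone without NPY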
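Material: Y1- and CNG-channel-expressing HEK293 cells / Probe or stimulus: NPY 25 nM then isoproterenol 1 µM plus Ro 20-1724 25 µM / Doses: 3.6 µM single dose, DMSO 0.4% / Schedule: compound incubation 1 h at room temperature, readout 45 min post-stimulation / Signal: membrane potential fluorescence / Benchmarks: isoproterenol-only wells as full block versus NPY-plus-isoproterenol wells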
* = called active by the depositor; · = no result given; & = joins results of further samples; [ ] = another dose, or the depositor's remark.

SMILES	14-3-3 Bad inh	NPY-Y1 PAM-ag	CHOP inhibitor	PPC-1+TRAIL kill	EP2 mod	TRPML3 agonist	EP2 antag	zfTRPN1 agonist	NPY Y1 blocker
COc1ccc(OCc2nnc(SCC(=O)NNC(=O)c3ccc(C)cc3)n2C)cc1	-21	-24	2	1	12&25	0.4	10&8	-0.8	6
O=C(O)c1cc(-c2cccc([N+](=O)[O-])c2)n[nH]1	-7	7	-17	-4	17	1.4	3	0.9	6
CCCn1c(SCC(=O)Nc2nnc(CC)s2)nnc1-c1ccco1	15	8	4	9	-15&7	0.3	8	0.2	0
COc1ccc(CCN(Cc2cccs2)S(=O)(=O)c2ccc(C(=O)O)cc2)cc1OC	-5	22	44	5	-4	0.3	5	0.0	7
COc1ccc(Cn2nnnc2CN2CCC(c3nc4ccccc4s3)CC2)cc1	-5	5	39	-3	-33	2.2	7	5.6	-2
Cc1ccc(OCCn2c(=O)sc3ccccc32)cc1	10	-42	-16	8	32&27	-0.6	11&13	-1.6	3
CCOC(=O)NCC(C)(C)CNC(=O)OCC	1	12	6	12	21	0.7	6	1.4	6
O=C(COc1cccc2ccccc12)N/N=C/C=C/c1ccccc1	4[fluorescence artefact?]	-9	-1	13	-37	1.0	7	0.3	0
CCCCNc1nc2c(-c3ccccc3)nnn2c2ccccc12	3	-1	-2	24	39	-0.2	15	-0.5	·
Brc1ccc(Cn2c(-c3ccc(Br)o3)nc3ccccc32)o1	3[fluorescence artefact?]	-21	25	0	68*	-0.4	13	-1.7	29*
CN(CCNC(=O)c1cc2c(=O)n(C)c3ccccc3c2n1C)Cc1ccccc1	0	-69	26	8	5	0.7	4	1.1	12
O=C(c1cccc([N+](=O)[O-])c1)c1ccc2c(c1)C(=O)N(c1c[nH]c(=O)[nH]c1=O)C2=O	1	-19	-9	11	-3	1.0	6	-0.9	-2
O=C(NNC(=O)c1cc(-c2ccccc2)nc2ccccc12)Nc1cccc(Cl)c1	-12	25	1	10	-47	0.5	28	-0.7	2
Cc1cc(C)c(NC(=O)COC(=O)/C=C/c2cccc(C(F)(F)F)c2)c(C)c1	7	11	7	6	18	1.0	10	-0.7	2
CCOC(=O)c1c(-c2ccccc2)oc2ccc(OCC(=O)O)cc12	16	-9	8	23	68*	0.6	11	-0.7	·
Cc1c(NC(=O)C2CCN(S(=O)(=O)c3cccs3)CC2)c(=O)n(-c2ccccc2)n1C	-5	5	23	-5	7	0.7	10	0.0	·
BrC(=C\c1ccccc1)/C=N/Nc1nc(N2CCOCC2)nc(N2CCOCC2)n1	-4	-23	66	23	1	0.3	11	-0.1	-2
COc1ccc(-c2nc(C)c(C(C)=O)n2O)cc1OC	-4	-48	7	-10	6	-0.6	9	-0.5	-1
Cn1nccc1CNC(=O)c1ccnn1C	4	-19	-26	6	28	0.9	11	2.0	2
O=C(COC(=O)c1cccnc1SCC(=O)NCc1ccccc1)NCc1ccccc1	4	-31	-4	8	-10	-0.3	16	0.0	4
COc1ccc(N2CCN(C(=O)c3cccnc3SCc3cccc(Br)c3)CC2)cc1	3	9	32	8	4	-0.3	6	-1.2	7
Cc1ccc(NC(=O)CSc2nc(N)c3cc4c(nc3n2)CCCC4)cc1	7	-1	65	22	-3	-0.7	17	-1.6	4
O=C(CN1CCN(S(=O)(=O)c2ccc(Br)cc2)CC1)Nc1ccc(F)cc1F	7	-1	35	-4	-7	1.1	10	-0.4	5
COc1ccc(/C=C/C(=O)Oc2cccc(/C=N/NC(=O)COc3c(C)cccc3C)c2)cc1	6	-6	32	15	24	0.0	3	-0.9	-1
Cc1cccc(OCCn2c(=O)n(C)c3ccccc32)c1	9	-23	66	15	23	-1.6	7	-0.6	6
Remaining list, next part.
SMILES	14-3-3 Bad inh	NPY-Y1 PAM-ag	CHOP inhibitor	PPC-1+TRAIL kill	EP2 mod	TRPML3 agonist	EP2 antag	zfTRPN1 agonist	NPY Y1 blocker
COc1ccc(NC(=S)SC)cc1OC	-4	7	-6	19	-13	0.8	10	-0.4	-3
O=C1c2cc(N3CCCC3)c([N+](=O)[O-])cc2C(=O)N1c1ccccc1	-1	-29	-8	17	-11	1.0	8	0.9	0
CC1(C)CC2CC(C)(CN2S(=O)(=O)c2ccc(C(=O)Nc3cccc(S(=O)(=O)N4CCOCC4)c3)cc2)C1 (centres undefined)	7	-44	44	32	-10	2.6	4	2.8	0
COc1ccc(C2C(C#N)=C(N)OC(C(C)(C)C)=C2C#N)cc1OC (centres undefined)	-14[fluorescence artefact?]	-26	9	3	-7	0.6	19	0.4	1
CC(=O)Nc1ccc(C(=S)NCCCO)cc1	0	5	4	8	11	0.8	4	2.3	-2
CCn1ncc(Br)c1C(=O)Nc1sc2c(c1C(N)=O)CCC2	-3	-23	36	20	-16	-0.3	11	-0.5	-3
CCOC(=O)C1(CC2CCCCO2)CCN(C(=O)Nc2ccccc2SC)CC1 (centres undefined)	-6	11	1	13	-13	-0.2	4	-0.2	-2
COC(=O)c1nn(-c2ccc(OC)cc2)c(=O)cc1Oc1cccc(Cl)c1	-10	-4	-14	-10	28	-0.2	11	0.1	-1
COCCN(CCOC)S(=O)(=O)c1ccc(C(=O)Nc2nc(C)c(C(C)=O)s2)cc1	-10	1	21	30	21	1.4	9	0.7	0
CCN(CC)C(=O)CSc1nnc(CSc2ncccn2)n1C	-5	-3	19	-6	17&4	0.7	5&7	2.2	·
Cc1nn(CC(=O)Nc2ccc3c(c2)nc(CN2CCCCC2)n3C)c(=O)c2ccccc12	2	20	22	26	6	0.1	14	-0.1	-7
O=C(N/N=C/c1cc([N+](=O)[O-])ccc1Cl)c1cnccn1	-9	-9	-23	18	-27	-0.1	4	-0.9	5
Cc1snc(SCC(=O)c2ccc([N+](=O)[O-])cc2)c1C#N	2	-7	6	3	-5	0.8	12	0.9	-2
COc1ccccc1NC(=O)c1sc2ncn(Cc3cccc4ccccc34)c(=O)c2c1C	-49	16	17	7	-21	1.0	8	-0.8	0
COC(=O)C1=C(N)Oc2cc(C)n(Cc3cccnc3)c(=O)c2C1c1cc(OC)ccc1OC (centres undefined)	-2[fluorescence artefact?]	10	-9	-3	-6	0.4	10	0.7	-4
Cc1cc(C)nc(N(C#N)Cc2cccc(Cl)c2)n1	-2	-15	5	2	45&39	-1.6	6&13	-2.4	14
COc1cc(/C=C2/NC(=O)NC2=O)cc(Br)c1OCc1ccccc1	-8	-20	94*	11	18	0.4	8	0.7	-2
CC(=O)NCC(=O)OCN1C(=O)c2ccccc2C1=O	10	4	10	13	28	0.5	6	-0.5	1
Cc1cccc(NC(=O)Cn2c(=O)n(Cc3ccco3)c(=N)c3c4c(sc32)COC(C)(C)C4)c1	7	-31	10	2	10	0.1	12	-0.5	16
CCCNc1nc(Cl)nc(NC(C)(C)C)n1	0	0	3	15	-14	-0.6	4	-1.3	2
CCOP(=O)(OCC)C(Nc1ccccc1)c1ccco1 (centres undefined)	-7	19	-3	·	25	0.7	1	0.0	9
Cc1cc(=O)oc2cc(NC(=O)c3cc4ccccc4o3)ccc12	22	-18	6	11	10	0.5	·	1.2	10
Cc1ncccc1C(=O)N1CCCC(CNC(=O)C2(c3ccc(Cl)cc3)CC2)C1 (centres undefined)	-9	18	-4	3	19	0.4	5	-0.5	5
CCn1c(CCn2ccnc2C)n[nH]c1=S	3	3	6	14	-2	-0.4	5	-0.1	1
O=C(O)CN1CCCCCC1=O	-1	-14	-13	-11	18	0.9	3	0.4	-3
Next entries follow:
SMILES	14-3-3 Bad inh	NPY-Y1 PAM-ag	CHOP inhibitor	PPC-1+TRAIL kill	EP2 mod	TRPML3 agonist	EP2 antag	zfTRPN1 agonist	NPY Y1 blocker
Cc1oc(-c2cccs2)nc1CS(=O)CC(=O)NC1CCCCCC1 (centres undefined)	-1	-8	25	-3	-6	-0.2	5	-1.2	3
C=C(C)CSc1nc2nc(C)cc(C)n2n1	2	10	-14	-12	26	0.8	8	0.3	1
CC1CCCC(NC(=S)NC(=O)c2ccccc2Br)C1C (centres undefined)	12	-18	89*	22	-33	3.8	1	-1.1	11
CC(=O)c1cccc(OCCN2C(=O)NC(C)(C)C2=O)c1	-7	-4	32	32	29	0.4	8	1.5	5
COc1ccccc1C1N(c2ccc(Cl)cc2)C(=O)C2CCCN21 (centres undefined)	-1	13	11	16	10	0.7	8	1.3	-5
Cc1nc(NC(=O)c2cccc(-c3cc4ccccc4oc3=O)c2)ccc1Br	65	-10	-28	8	2	0.3	16	1.0	1
COc1ccc(N2CCN(S(C)(=O)=O)CC2)cc1	-12	1	49	4	21	0.4	1	-0.3	4
CCOc1ccc(CN(C)CC(=O)NCc2ccccc2)cc1	1	10	7	4	-26	-1.2	1	-1.2	·
COC(=O)CCC/C=C1\SC[C@@H](NC(=O)c2ccccc2)C1NC(C)=O (some centres undefined)	2	-5	9	22	40	0.7	11	0.1	-5
CC1CCCN(S(=O)(=O)c2ccc(NC(=O)Cn3nnc(-c4ccccc4F)n3)cc2)C1 (centres undefined)	6	21	67	9	4	0.2	15	1.0	-6
N/C(=N\OC(=O)/C=C/c1ccccc1)c1ccccn1	-2	6	46	12	-11	0.9	6	-0.4	7
O=C(Nc1nnc(C2=COCCO2)o1)C1CCCCC1	-8	-3	-3	24	7	0.1	7	2.3	7
CCCCNC(=S)Nc1ccc(C(F)(F)F)cc1	-8	5	25	20	-33	11	3	19	-5
COc1ccc(-c2cc(=O)c3c(OC)c(OC)c(OC)c(OC)c3o2)cc1OC	4&12	2&-32	17&14	15&3	3&22	0.7&0.3	13&9	0.9&1.6	3&0
CC(=O)c1nnn(-c2nc(N)nc(N(c3ccccc3)c3ccccc3)n2)c1C	-4	4	-15	28	-8	0.8	10	1.6	-1

Quoted from the listing.
Entry for `O=C(Nc1nnc(C2=COCCO2)o1)C1CCCCC1` under NPY-Y1 PAM-ag: -3
Entry for `N/C(=N\OC(=O)/C=C/c1ccccc1)c1ccccn1` under PPC-1+TRAIL kill: 12

Not all compounds are listed; rates above refer to the full screens.
